# FLuc counter – qHTS profiling assay for firefly luciferase inhibitor/activator using purifed enzyme and Km concentrations of substrates (counterscreen for miR-21 project) | Luciferin 4-monooxygenase (Photinus pyralis), P08659 | 6.9% of 360,000 active | purified FLuc, Km substrates, luminescence inhibition | Potency, µM (doses to about 57.5 µM), without a hit: at the highest dose activity change, negative = inhibition, hits mostly inhibitors;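 further: plate controls were vehicle for no effect and reference inhibitor for full effect; nearly all actives have a fitted effect of over 55% in size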
# Target sequence (P08659 whole entry, looked up): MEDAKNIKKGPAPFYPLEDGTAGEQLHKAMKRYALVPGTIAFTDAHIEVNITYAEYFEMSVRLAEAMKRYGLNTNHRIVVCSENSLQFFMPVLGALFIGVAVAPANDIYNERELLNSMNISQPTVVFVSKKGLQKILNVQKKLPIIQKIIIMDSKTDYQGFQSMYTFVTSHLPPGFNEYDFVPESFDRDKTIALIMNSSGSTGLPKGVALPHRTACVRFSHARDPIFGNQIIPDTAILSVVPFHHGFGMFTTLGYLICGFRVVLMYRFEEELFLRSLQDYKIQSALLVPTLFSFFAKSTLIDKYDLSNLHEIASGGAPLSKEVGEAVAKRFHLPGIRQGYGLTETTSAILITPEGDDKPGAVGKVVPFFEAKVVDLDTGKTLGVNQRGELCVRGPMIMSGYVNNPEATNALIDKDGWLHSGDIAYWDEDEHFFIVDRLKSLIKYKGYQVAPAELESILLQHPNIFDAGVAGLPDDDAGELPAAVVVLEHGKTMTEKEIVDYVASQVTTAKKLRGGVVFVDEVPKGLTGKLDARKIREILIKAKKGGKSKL
#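 Biochemical qHTS of compounds, final roughly 60 µM downward over six points, against 10 nM purified firefly luciferase using Km concentrations of substrates (10 uM D-luciferin, 10 uM ATP) in Tris acetate pH 7.5 buffer; luminescence output.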
# MBNL1 CUG block – qHTS Assay for Inhibitors of MBNL1-poly(CUG) RNA binding | Muscleblind-like protein 1 (Homo sapiens), Q9NR56 | TR-FRET MBNL1-His/biotin-(CUG)12 binding, 665/545 ratio | Potency, µM (doses to about 57.5 µM), inactives show at the top dose activity change, negative = inhibition, usual class: inhibitors | 0.036% of 280,000 active | AID 2675, 2010; active means well fitted inhibition curve with a large enough effect in the signal ratio, with a control signal flat, not every such curve was filed as active; inconclusive means small, poorly fitted or top-dose-only effect, or effect the other way, or a change in a side signal; inactive means no such curve, though single readings can be large or run the other way; the % refers to the signal ratio; further: on the % scale 0 is the no-effect control and ±100 the full control effect
# Target sequence (Q9NR56 whole entry, looked up): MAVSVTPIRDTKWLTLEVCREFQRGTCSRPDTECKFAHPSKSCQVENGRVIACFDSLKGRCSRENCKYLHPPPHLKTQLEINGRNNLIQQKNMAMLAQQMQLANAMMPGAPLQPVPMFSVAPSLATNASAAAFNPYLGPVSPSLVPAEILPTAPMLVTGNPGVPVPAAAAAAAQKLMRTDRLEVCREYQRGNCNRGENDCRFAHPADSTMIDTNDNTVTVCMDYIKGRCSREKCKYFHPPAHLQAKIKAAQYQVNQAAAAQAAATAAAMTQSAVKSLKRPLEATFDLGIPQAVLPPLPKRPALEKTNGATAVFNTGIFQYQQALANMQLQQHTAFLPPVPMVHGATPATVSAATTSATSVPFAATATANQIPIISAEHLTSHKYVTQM
#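 Compound titration spanned 92 nM–58 uM against the MBNL1-His/biotin-(CUG)12 complex. After 60 min at room temperature with 5 nM streptavidin-XL665 and 0.055 ng/ul terbium anti-His, ratiometric 665/545 nm emission (Ex 340 nm) normalized to controls.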
# p53 reactivator – qHTS assay for re-activators of p53 using a Luc reporter. H1299 p53-A138V BP100-luciferase reporter, luminescence, 24 h. Potency, µM (top dose mostly 92.2 µM), for the others: at the highest dose activity change, positive = activation, most hits filed as activators. 0.063% of 320,000 active. AID 504706, 2011; further: % of control where 0% means no effect; nearly all actives have a fitted effect of over 45% in size
#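 p53-null H1299 cells stably carrying temperature-sensitive p53-A138V and a BP100-luciferase reporter were pinned with compounds (4-point, 1:5 series) and held 24 hrs at 37 deg C. Luminescence was read 10 min after detection reagent.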
# uPA surface inh – qHTS for Inhibitors of Cell Surface uPA Generation; 0.31% of 330,000 active; Potency, µM (series often up to 38.3 µM), without a hit: top-dose activity change, negative = inhibition, hits mostly inhibitors; AID 540303, 2011; cell surface uPA generation assay, qHTS; active means well fitted inhibition curve with a large enough effect; inconclusive means small, poorly fitted or top-dose-only effect; inactive means no such curve, though single readings can be large or run the other way; tested in mouse RAW 264.7 cells; further: on the % scale 0 is the no-effect control and ±100 the full control effect; nearly all actives have a fitted effect of over 55% in size
# RORg inh – qHTS for inhibitors of ROR gamma transcriptional activity; Nuclear receptor ROR-gamma (Mus musculus), P51450; Drosophila S2 Gal4-RORgamma UAS-luciferase reporter, 20 h; Potency, µM (doses to about 53.6 µM), for inactives: top-dose activity change, negative = inhibition, most hits filed as inhibitors; 5.4% of 310,000 active; AID 2551, 2010; further: on the % scale 0 is the no-effect control and ±100 the full control effect; nearly all actives have a fitted effect of over 60% in size
#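 Drosophila Schneider cells stably carrying a metallothionein-driven Gal4 DBD–ROR gamma fusion and a UAS-Photinus luciferase reporter were exposed to compound for 1 hr, then induced with copper sulfate (700 uM final) for 20 hr at ambient temperature before luminescence reading.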
# BRCA1 expr act – qHTS Assay to Identify Small Molecule Activators of BRCA1 Expression | AID 624202, 2012 | Potency, µM (titrated, usually from 46.1 µM), for the others: at the highest dose activation, hits mostly activators | 1.1% of 380,000 active | MCF7-BRCA1-FFLuc reporter, luminescence, 48 h; response scale: scaled: vehicle 0%, 10 µM genistein 100%; further: nearly all actives have a fitted effect of over 80% in size; some results filed as inactive show a strong effect at the top dose
#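 MCF7-BRCA1-FFLuc cells, 2000/well in phenol-red-free MEM, attached 2 h then treated 48 h at 37 C. Luciferase luminescence read 15 min after reagent; normalized to genistein maximum activation (10microM) and DMSO, concentration-response fitted.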
# MLL CXXC-DNA inh – qHTS Fluorescence Polarization Assay for Inhibitors of MLL CXXC domain - DNA interaction. Histone-lysine N-methyltransferase 2A (Homo sapiens), Q03164. MLL-CXXC / FITC-HOXA9 DNA fluorescence polarization. Potency, µM (top dose mostly 115 µM), inactives show at the highest dose activity change, negative = inhibition, hits mostly inhibitors. 0.037% of 290,000 active; active means well fitted inhibition curve with a large enough effect in the polarisation, with a control signal flat, not every such curve was filed as active; inconclusive means small, poorly fitted or top-dose-only effect, or effect the other way, or a change in a side signal; inactive means no such curve, though single readings can be large or run the other way; the % refers to the polarisation
#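 Fluorescence polarization: 7 uM MLL-CXXC (stock) preincubated 5 min with compounds, then 50 nM fluorescein-HOX-A9 DNA (stock) added; 30 min ambient. Buffer 50 mM Tris-HCl pH 7.5, 50 mM NaCl, 1 mM DTT, 0.05% BSA.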
# NPC1 promoter act – qHTS Assay for NPC1 Promoter Activators | 2.4% of 320,000 active | Huh7 NPC1 promoter luciferase reporter, 24 h | Potency, µM (series often up to 9.22 µM), for the others: at the top dose activation, usual class: activators;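 further: % of control where 0% means no effect; nearly all actives have a fitted effect of over 60% in size; reporter is driven by a mutant NPC1 promoter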
#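 Luminescence read-out of NPC1 promoter-driven luciferase in stably transfected Huh7 cells; compounds delivered in DMSO and left 24 h at 37C, 5% CO2, qHTS titration format.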
# VP16 counter – VP16 counterscreen qHTS for inhibitors of ROR gamma transcriptional activity; Potency, µM (series often up to 53.6 µM), for inactives: at the top dose activity, negative = inhibition, most hits filed as inhibitors; Drosophila S2 Gal4-VP16 UAS-luciferase, luminescence, 20 h; 3.5% of 310,000 active; AID 2546, 2010;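 further: Gal4-VP16 expression switched on by copper sulfate through the metallothionein promoter; on the % scale 0 is the no-effect control and ±100 the full control effect; nearly all actives have a fitted effect of over 50% in size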
# ELG1 genotox – qHTS screen for small molecules that induce genotoxicity in human embryonic kidney (HEK293T) cells expressing luciferase-tagged ELG1; HEK293T ELG1-luciferase reporter, luminescence, 16 h; Potency, µM (highest dose often 46 µM), for the others: at the highest dose activity change, positive = activation, actives largely listed as activators; 1.3% of 330,000 active; further: % of control where 0% means no effect; nearly all actives have a fitted effect of over 60% in size
#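 After overnight (16 hr) compound treatment at 37 °C, ELG1-luciferase HEK293T cells were lysed with ONE-Glo; luminescence quantified 30 min later at room temperature.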
# Rab9 promoter act – qHTS Assay for Rab9 Promoter Activators. Huh7 Rab9 promoter-luciferase reporter, luminescence, 24 h. Potency, µM (titrated, usually from 9.22 µM), for the others: at the highest dose activation, negative = inhibition, most hits filed as activators. 2.8% of 320,000 active. AID 485297, 2010; further: % of control where 0% means no effect; nearly all actives have a fitted effect of over 60% in size
#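 Promoter activation is measured as luciferase luminescence in Huh7 cells stably transfected with a Rab9 promoter–luciferase construct, following 24 h compound exposure at 37 °C and 10 min reagent incubation at ambient temperature.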
# Active calls of the source: *; ? = inconclusive; . = no result given; & = joins results of further samples; [ ] = dose if it differs, or a comment. Unless noted, the call rests on the fitted dose curve; in most records, active means well fitted curve in the direction sought with a large enough effect; inconclusive means small, poorly fitted or top-dose-only effect, or another doubt; inactive means no such curve, though single readings can be large; an effect the other way counts as inactive or inconclusive. Potency means the concentration at half of the fitted maximal effect. These rows are one share of the data; rates above refer to the full screens.
SMILES,FLuc counter,MBNL1 CUG block,p53 reactivator,uPA surface inh,RORg inh,BRCA1 expr act,MLL CXXC-DNA inh,NPC1 promoter act,VP16 counter,ELG1 genotox,Rab9 promoter act
CCOc1cc(C(=O)Nc2ccc(S(=O)(=O)Nc3nnc(CC)s3)cc2)cc(OCC)c1OCC,0%,-10%,-3%,19%,27%,-14%,29%,-1%,0%,4%,-8%
CN1CCN(c2nc(-c3cc4ccccc4o3)cs2)CC1,4.8µM*,.,?,-1%,-11%,54%,19%,?,-15%,?,?
COc1cccc(N2C(=O)C3CCCN3C2c2ccc(F)cc2)c1 (configuration not stated),-3%,-8%,-21%,-1%,0%,1%,0%,-1%,-1%,-5%,-2%
CCOc1ccc(Nc2nc(Cc3nnc(SCC(=O)NCc4ccco4)n3CC)cs2)cc1,2%[2.3 µM],7%,2%,-23%,?,-37%,11%,-1%,-29%,0%,-3%
COC(=O)c1cn(NC(=O)Cc2cccc(OC)c2)c(=O)c2ccccc12,1%,-8%,-5%,0%,16%,-26%,1%,-3%,0%,0%,-8%
O=C(Nc1nc(-c2ccccc2)c(-c2ccccc2)o1)c1ccc(F)cc1,1%,-3%,6%,-5%,1.4µM*,-41%,-4%,-2%,2.8µM*,0%,0%
O=c1[nH][nH]c(-c2ccccc2O)c1C(C[N+](=O)[O-])c1ccc(Cl)cc1Cl (configuration not stated),4%,-4%,4%,4%,38%,-17%,4%,-3%,9%,-4%,-1%
Cc1c(C(=O)OC2CCCC2)[nH]c2c1C(=O)CC(c1ccco1)C2 (configuration not stated),-2%,5%,7%,?,159%,-47%,1%,-10%,1%,14%,-19%
O=C(Nc1nnc(-c2ccccc2F)s1)C1CCCO1 (configuration not stated),15µM*,6%,?,-9%,-19%,?,25%,3.5µM*,-4%,?,2.5µM*
Cc1ccc(C(=O)N2CCN(c3ccc(Cl)cc3)CC2)cc1,4%,2%,-5%,2%,34%,0%,1%,4%,1%,14%,-7%
Cc1ccc(NC(=O)N2CCCCCC2)cc1,15µM*,-5%,21%,-6%,-11%,7.9µM*,-9%,?,-1%,?,?
O=C(COc1ccc(S(=O)(=O)N2CCCC2)cc1)N1CCCCC1,1%,-8%,-2%,2%,13%,-5%,9%,-3%,-5%,2%,-1%
COc1ccccc1C(=O)N=Nc1c(O)[nH]c2ccc([N+](=O)[O-])cc12,-10%,22%,2%,-1%,16%,-40%,-6%,2%,9%,4%,3%
O=C(c1cccc(F)c1)N1CCN(CC2CC3C=CC2C3)CC1 (configuration not stated),-1%,-14%,0%,8%,-8%[10 µM],-3%,6%,3%,4%,-1%,-5%
CCCC(=O)NC(=S)Nc1ccc(Cl)cn1,-17%,-8%,15%,1%,3.5µM*,19%,-8%,20%,6.3µM*,7%,?
O=c1c2ccccc2c(C=NCCCN2CCOCC2)c(O)n1Cc1ccccc1,3%,?,-5%,-6%,1%,4%,0%,1%,-5%,0%,-1%
COCCNC(=O)CSc1nc2nc(C)cc(C)n2n1,1%,-7%,-1%,.,-2%,7%,-3%,1%,-15%,3%,3%
CC(=O)c1cc(-c2ccccc2)[nH]c1N1CCCC1,0%,2%,26%,0%,-42%,5%,1%,0%,-24%,-1%,2%
Cc1ccc(-c2cccc(C3CC=CC4C3C(=O)N(Cc3ccccc3)C4c3cc(C)ccc3F)c2)cc1 (configuration not stated),0%,-14%,0%,7%,?,-17%,5%,-3%,-1%&13%,-1%,-4%
CN1CCC(=NNC(=O)C(=O)NCc2ccccc2)CC1,1%,0%,-2%,5%,11%,-1%,-2%,-1%,3%,-1%,-3%
COc1ccc(NC(=O)CN2C(=O)NC(C)(c3ccccc3)C2=O)cc1Cl (configuration not stated),21µM*,-2%,-2%,2%,10%,11%,35%[activator],-1%,-5%,2%,-3%
Cc1ccc(Cl)cc1NC(=O)N[C@@H](C)C(=O)O,-2%,-10%,-3%,1%,1%,-6%,0%,0%,-3%,0%,-6%
Cc1cc(CN2CCCC(N3CCc4ccccc4C3)C2)cc(C)c1O (configuration not stated),0%,1%,.,-8%,-16%,-17%,-5%,3%,-15%,0%,3%
O=S(=O)(C=C(c1ccccc1)c1ccccc1)c1ccccc1,-3%,-6%,3%,-2%,43%,-17%,-10%,3%,-10%,-5%,-4%
CC(=O)NC(Cc1ccc(F)c(F)c1)C(=O)NC1CCN(C(=O)c2ccc(C)cc2)CC1 (configuration not stated),-1%,14%,-1%,3%,-1%,-7%,1%,-2%,-5%,0%,-3%
COc1ccc(S(=O)(=O)N2CCC3(CC2)OCCO3)cc1,-1%,-7%,3%,0%,0%,4%,-16%,-4%,-5%,-1%,-1%
CC1=C(C(=O)c2ccccc2)C(c2cn(-c3ccccc3)nc2-c2ccc(Cl)cc2)NC(=S)N1 (configuration not stated),-4%,236%[activator],13%,.,5.6µM*,-38%,3%,-1%,3.5µM*,-5%,8%
COc1ccc(OC)c(S(=O)(=O)N2CCN(c3ccccc3)CC2)c1,0%,-4%,-3%,-7%,2%,-11%,-1%,-4%,4%,-2%,-3%
O=C(N=Nc1c(O)[nH]c2ccc(F)cc12)c1ccc(NS(=O)(=O)c2cccs2)cc1,?,.,6%,-9%,.,10%,.,4%,.,1%,7%
O=C(c1cnn(C(=O)COc2ccc(Cl)cc2)c1)c1ccccc1O,5%,-17%,-6%,3%,?,-2%,-9%,2%,-4%,-12%,-7%
O=C(O)CC(C(=O)Nc1ccc(Cl)cc1Cl)C1CCCO1 (configuration not stated),1%,1%,-1%,17%,2%,-2%,-1%,-5%,-8%,-4%,13%
O=C(COc1ccc2ccccc2c1)NCCc1ccc2c(c1)OCCO2,-14%,-11%,-1%,2%,22%,-7%,4%,0%,-7%,-3%,1%
Cc1cc(=O)oc2cc(OC(C(=O)O)c3ccccc3)ccc12 (configuration not stated),0%,0%,3%,0%,4%,15%,25%,0%,-4%,2%,0%
COC(=O)c1ccccc1NC(=O)CSc1nnc(COc2cccc(OC)c2)n1C,1%,-9%,-10%,2%,33%,11%,-1%,1%,-9%,-14%,7%
Cc1occc1C(=O)N1CCCC(N2CCN(c3ccccc3F)CC2)C1 (configuration not stated),0%,0%,-5%,-1%,-8%,-1%,2%,0%,-7%,-4%,12%

# Reformatted as labelled records: entries from further up
O=C(COc1ccc2ccccc2c1)NCCc1ccc2c(c1)OCCO2
  FLuc counter = -14%
  MBNL1 CUG block = -11%
  p53 reactivator = -1%
  uPA surface inh = 2%
  RORg inh = 22%
  BRCA1 expr act = -7%
  MLL CXXC-DNA inh = 4%
  NPC1 promoter act = 0%
  VP16 counter = -7%
  ELG1 genotox = -3%
  Rab9 promoter act = 1%
Cc1cc(=O)oc2cc(OC(C(=O)O)c3ccccc3)ccc12 (configuration not stated)
  FLuc counter = 0%
  MBNL1 CUG block = 0%
  p53 reactivator = 3%
  uPA surface inh = 0%
  RORg inh = 4%
  BRCA1 expr act = 15%
  MLL CXXC-DNA inh = 25%
  NPC1 promoter act = 0%
  VP16 counter = -4%
  ELG1 genotox = 2%
  Rab9 promoter act = 0%
COC(=O)c1ccccc1NC(=O)CSc1nnc(COc2cccc(OC)c2)n1C
  FLuc counter = 1%
  MBNL1 CUG block = -9%
  p53 reactivator = -10%
  uPA surface inh = 2%
  RORg inh = 33%
  BRCA1 expr act = 11%
  MLL CXXC-DNA inh = -1%
  NPC1 promoter act = 1%
  VP16 counter = -9%
  ELG1 genotox = -14%
  Rab9 promoter act = 7%
Cc1occc1C(=O)N1CCCC(N2CCN(c3ccccc3F)CC2)C1 (configuration not stated)
  FLuc counter = 0%
  MBNL1 CUG block = 0%
  p53 reactivator = -5%
  uPA surface inh = -1%
  RORg inh = -8%
  BRCA1 expr act = -1%
  MLL CXXC-DNA inh = 2%
  NPC1 promoter act = 0%
  VP16 counter = -7%
  ELG1 genotox = -4%
  Rab9 promoter act = 12%

# From PubChem BioAssay
